Screening results (PubChem BioAssay)
H9c2 protect – myocardial damage modulation in H9c2 cells; H9c2 cardiomyocytes, H2O2 injury protection, ATPLite, 2 h; protection from H2O2 cell death, % at 20 µM; hit rate 0.63% among 360,000; AID 588492;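 active = compounds giving at least 50% protection of heart cells from peroxide-induced death in the single-dose screen, raw or plate-pattern-corrected value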;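 note: 0% = DMSO wells with peroxide and 100% = DMSO wells without peroxide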
ABHD5-PLIN5 inh – ABHD5-PLIN5 protein interaction inhibition; inhibition, % at 4 µM; Split G. princeps luciferase complementation, luminescence, 4 h; hit rate 0.78% among 360,000; Q00G26+Q8WTS1;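 active = inhibition above the mean inhibition across every tested compound plus 3 SD, cut at about 22% in these data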;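 note: 0% = DMSO only wells and the 100% control is not disclosed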
Granule exo inh – blocks lytic granule exocytosis. TALL-104 LAMP-1 surface exposure, flow cytometry; cells stimulated with thapsigargin and PMA. hit rate 0.66% among 360,000. inhibition, % at 10 µM;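 active = inhibition above about 55%, limit read from the data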
N-glyco inh – blocks N-linked glycosylation in D54 reporter cells; reporter increase, % at 12.5 µM; D54 ERlucT glycosylation luciferase reporter, 24 h; percent of 100 nM tunicamycin response; hit rate 0.23% among 360,000;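 active = mean luciferase reporter signal, scaled so untreated is 0 and the glycosylation-blocking control 100, at or above a set limit in every replicate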;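 note: luciferase carries N-glycosylation sites so blocking glycosylation raises the light; 0% = median of neutral control wells and 100% = median of 100 nM tunicamycin wells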
ABCB6 inh 2 – human ABCB6 transporter inhibition; fluorescence ratio to DMSO, % at 10 µM; Q9NP58; K562-ABCB6 porphyrin accumulation, flow cytometry, 1 h; active compounds read low; hit rate 0.19% among 360,000;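 active = fluorescence ratio to DMSO below 75%, the collection mean minus 3 SD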;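 note: signal is porphyrin accumulated inside mitochondria; 100% equals median channel fluorescence of DMSO control wells; lower ratio means ABCB6 inhibition with less porphyrin fluorescence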
Target sequence (Q9NP58 whole entry, looked up): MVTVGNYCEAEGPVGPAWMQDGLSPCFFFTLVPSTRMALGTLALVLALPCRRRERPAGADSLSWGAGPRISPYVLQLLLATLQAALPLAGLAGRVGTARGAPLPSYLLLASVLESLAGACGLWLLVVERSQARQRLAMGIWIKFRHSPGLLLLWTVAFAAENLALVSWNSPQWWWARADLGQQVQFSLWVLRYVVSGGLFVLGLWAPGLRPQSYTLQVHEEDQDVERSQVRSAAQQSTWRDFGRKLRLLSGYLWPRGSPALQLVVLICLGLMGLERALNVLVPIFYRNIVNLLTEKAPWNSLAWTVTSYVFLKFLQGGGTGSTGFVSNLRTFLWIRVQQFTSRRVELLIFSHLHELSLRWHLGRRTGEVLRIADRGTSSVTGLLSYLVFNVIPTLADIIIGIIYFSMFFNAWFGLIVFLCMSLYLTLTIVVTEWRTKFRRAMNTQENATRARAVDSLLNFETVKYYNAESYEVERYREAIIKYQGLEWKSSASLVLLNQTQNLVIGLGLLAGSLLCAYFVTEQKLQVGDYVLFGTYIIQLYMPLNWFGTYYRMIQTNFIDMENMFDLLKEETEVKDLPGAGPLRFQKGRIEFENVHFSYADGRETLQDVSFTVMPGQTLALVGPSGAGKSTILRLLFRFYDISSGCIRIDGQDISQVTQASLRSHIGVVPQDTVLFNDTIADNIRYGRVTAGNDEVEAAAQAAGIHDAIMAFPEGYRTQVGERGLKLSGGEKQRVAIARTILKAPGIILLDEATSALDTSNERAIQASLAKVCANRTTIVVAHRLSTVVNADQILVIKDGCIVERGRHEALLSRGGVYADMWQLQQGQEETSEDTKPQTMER
MC4R barr agon – activates human MC4R beta-arrestin recruitment; activation, % at 8.9 µM; U2OS MC4R beta-arrestin complementation, luminescence; percent of melanotan II response, DMSO zero; P32245; AID 540308; hit rate 0.98% among 360,000;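 active = activation above a per-plate cutoff, the mean activation of sample wells on that plate plus 3 SD, cut at about 8% in these data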
MC4R antag cAMP – antagonists of human melanocortin 4 receptor (MC4R); MC4R-expressing cells, MTII-stimulated cAMP, LANCE TR-FRET; inhibition, % at 6.5 µM; hit rate 0.48% among 360,000;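 active = inhibition above its plate's cutoff, the mean of tested wells on that plate plus 3 SD, cut at about 29% in these data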;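 note: 0% = Melanotan II alone and 100% = Melanotan II plus saturating MCL0020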
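System – human MC4R-expressing U2OS cells · Also added – Melanotan II · Dosing – one concentration, 6.5 µM nominal · Timing – 30-min compound, 1-h challenge, 1-h detection, room temperature · Measured by – Eu-cAMP/anti-cAMP TR-FRET, emission 671 nm · Replicates – singlicate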
HTR2A ag – agonists of mouse serotonin 5-HT2A receptor (HTR2A). activation, % at 7.6 µM. CHO-K1 mHTR2A beta-arrestin complementation, luminescence; percent of 30 µM serotonin response. AID 624169. hit rate 0.66% among 360,000;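 active = activation above a run cutoff, the mean activation of all tested compounds plus 3 SD, cut at about 14% in these data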;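 note: 0% = plate median of compound wells and 100% = 30 µM serotonin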
PDI turbidity – inhibitors of human protein disulfide isomerase. P07237. PDI insulin aggregation turbidity, A650, 90 min. inhibition, % at 10 µM. hit rate 0.052% among 350,000;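 active = mean inhibition across replicates of 30% or more, whatever share of single replicates reach that level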;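 note: absorbance from insulin aggregation driven by PDI reduction with DTT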
CaV13 FRET inh – Primary screen for inhibitors of IQ motif and Ca2+-dependent inactivation inhibitor domain binding in CACNA1D, Förster resonance energy transfer in living cells, …; inhibition, % at 12.3 µM; hit rate 0.098% among 340,000; HEK cells, CFP/YFP FRET ICDI-IQ, plate reader, 10 min; percent FRET-ratio fall versus neutral wells; AID 743397;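 active = mean replicate inhibition of at least 30% and at least 1% of replicates passing that level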;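 note: 0% = median of the neutral control wells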
* marks the source's active call; other numbers are inactive results; nt = no result given. The order is random, and some 4.2% of all compounds hit somewhere here.

| SMILES | H9c2 protect | ABHD5-PLIN5 inh | Granule exo inh | N-glyco inh | ABCB6 inh 2 | MC4R barr agon | MC4R antag cAMP | HTR2A ag | PDI turbidity | CaV13 FRET inh |
| --- | --- | --- | --- | --- | --- | --- | --- | --- | --- | --- |
| Cc1nn(CC(=O)NCC(C)c2ccccc2)c(=O)c2cccn12 (stereo unspecified) | 9 | -3 | 12 | 0 | 96 | 0.1 | 11 | 5 | -2 | -2 |
| COc1ccc2cc(CCNC(=O)c3ccc(Br)o3)c(=O)[nH]c2c1 | -11 | 1 | -1 | 3 | 99 | 0.0 | 1 | -2 | -10 | -5 |
| CCCCC1N2CC3([N+](=O)[O-])CN1CC([N+](=O)[O-])(C2)C3(C)C (stereo unspecified) | 8 | 11 | -2 | 2 | 98 | 2.6 | 1 | -2 | 10 | -3 |
| O=C1C[C@@H]2c3c(cccc3CN1Cc1ccc(F)cc1)C[C@@H](O)[C@H]2O | -7 | 12 | 3 | 1 | 94 | -1.7 | 7 | 3 | 2 | -3 |
| Cc1ccccc1C1CC(=O)c2ccccc2C1C (stereo unspecified) | 0 | -10 | 4 | -2 | 100 | 0.5 | 2 | 4 | -6 | -5 |
| O=C(NCC(c1cccnc1)N1CCN(c2ccccc2F)CC1)c1cccc(Cl)c1 (stereo unspecified) | -12 | 3 | 1 | -1 | 100 | -0.7 | 3 | -9 | 0 | -7 |
| O=C(C1CCN(S(=O)(=O)c2cc(Cl)ccc2Cl)CC1)N1CCOCC1 | -2 | 3 | -2 | 4 | 99 | -0.3 | 4 | -7 | -5 | -4 |
| COc1ccc(OCCNC(=O)c2cc(C3CC3)nc3c2cnn3C(C)C)cc1 | -7 | -11 | 3 | 3 | 96 | -1.6 | 13 | -6 | 6 | -6 |
| COc1cc(C(=O)Oc2ccccc2/C=N/NC(=O)c2ccc(C)c(Cl)c2)cc(OC)c1OC | 10 | -5 | -4 | -8 | 102 | -2.7 | 4 | 0 | 4 | -6 |
| Cc1ccc(S(=O)(=O)NC(Cc2ccccc2)C(=O)O)cc1C (stereo unspecified) | 6 | 0 | -9 | 3 | 102 | 0.1 | -1 | 3 | 3 | -5 |
| COc1cccc(-c2nc(CS(=O)(=O)CC(=O)N3CCCCC3)c(C)o2)c1 | 0 | -11 | -10 | 0 | 94 | -0.1 | 12 | 0 | 7 | -7 |
| O=C1CSC(c2cccc(F)c2)N1c1ccc(O)cc1 (stereo unspecified) | 10 | -1 | -4 | -2 | 95 | -1.2 | 2 | -2 | 15 | -7 |
| Cn1c(C(=O)NCCc2c[nH]c3ccccc23)cc2sccc21 | -7 | 1 | -1 | 0 | 93 | -1.1 | 3 | 4 | 5 | -6 |
| COc1cccc(NC(=O)c2ccc(CN3CCOCC3)cc2)c1 | -23 | -7 | 1 | -2 | 99 | -0.4 | 16 | 2 | -1 | -2 |
| CC(C)c1ccc(C(C(=O)NC2CCCC2)N(C(=O)c2csnn2)C2CC2)cc1 (stereo unspecified) | 12 | -5 | -14 | -2 | 94 | 0.0 | 1 | 1 | 16 | -5 |
| O=C(NC(=S)Nc1ccc(-c2nc3ncccc3o2)cc1)c1ccccc1F | -18 | -2 | 4 | 1 | 99 | -0.1 | 26 | -3 | -3 | -3 |
| COc1ccccc1-c1cnc(C(O)c2ccc(F)c(F)c2)[nH]1 (stereo unspecified) | -2 | 3 | -2 | 2 | 91 | -1.9 | -2 | 0 | 9 | -4 |
| Brc1cc2ccccc2[n+](Cc2ccccc2)c1 | -5 | 0 | -3 | 8 | 92 | -1.9 | 0 | 2 | -3 | -5 |
| CC(=O)C(Cc1ccccc1)NC(=O)COC(=O)c1ccc(-n2cnnn2)cc1 (stereo unspecified) | 14 | 3 | -2 | 2 | 102 | -2.5 | -5 | -2 | -9 | -2 |
| CC(=O)N(C(C)=O)n1c(/C=C/c2cccc([N+](=O)[O-])c2)nc2ccccc2c1=O | 8 | 1 | -1 | 1 | 101 | -1.0 | 7 | 0 | -1 | -6 |
| COc1ccc(S(=O)(=O)Nc2c(O)ccc3ccccc23)cc1OC | -5 | -11 | 0 | 3 | 102 | -0.8 | 1 | 3 | 6 | -3 |
| O=C(CN1CCN(Cc2ccccc2)CC1)Nc1ccc(F)c(F)c1 | -1 | -7 | 2 | -2 | 92 | -1.8 | 1 | -5 | 4 | -5 |
| OCCNc1nc(Cl)nc(NCc2ccco2)n1 | 2 | -2 | -3 | 1 | 99 | -1.2 | 25 | -5 | 2 | -14 |
| CCN(CC)S(=O)(=O)c1ccc(Oc2ccccc2OC)cc1 | -5 | -3 | 69* | 4 | 99 | 0.7 | 1 | -2 | 9 | -5 |
| Cc1cccc(N/N=C/c2ccc(O)c(O)c2O)c1 | 34 | -13 | -2 | 5 | 96 | -1.7 | 8 | -3 | -4 | -1 |
| COc1cc2cc(CN(CCN3CCCC3)C(=O)Nc3ccc(F)cc3)c(=O)[nH]c2cc1OC | 14 | 1 | -3 | -3 | 121 | -1.8 | 11 | 3 | -2 | -5 |
| O=C(NCc1ccco1)c1nc(-c2ccccc2)n(-c2ccccc2)n1 | 2 | 2 | -1 | 0 | 95 | 0.8 | 7 | 0 | -10 | -5 |
| CC(=O)Nc1ccc(NC(=O)C(C)OC(=O)c2ccc3ccccc3n2)cc1 (stereo unspecified) | 3 | 10 | -12 | 1 | 95 | -1.7 | -3 | -2 | -5 | -3 |
| CCCCCC/C=C/c1ccc([C@H]2[C@H]3C=CC[C@@H](C)[C@@H]3C(=O)N2Cc2ccccc2)c(F)c1 | -16 | -2 | 8 | -4 | 98 | 2.1 | 4 | -4 | -1 | -4 |
| C#CCOCCOCCOCCNc1nc(N2CCN(C(=O)[C@H]([C@@H](C)O)n3cc(CCCCN)nn3)CC2)nc(N2CCN(C(=O)[C@H]([C@@H](C)CC)n3cc(CCCCN)nn3)CC2)n1 | 3 | 12 | 2 | -3 | 97 | -1.1 | 6 | -2 | 0 | -10 |
| NC(=O)CC(NC(=O)Cc1cccc2ccccc12)c1ccc(NC2CCCCCC2)c([N+](=O)[O-])c1 (stereo unspecified) | -1 | -2 | -4 | -2 | 104 | 1.7 | 2 | 4 | -6 | -14 |
| O=[N+]([O-])c1ccc(N/N=C/c2ccccc2O)cc1 | -20 | -1 | 65* | 4 | 103 | -1.6 | -3 | -6 | 13 | -13 |
| COc1ccccc1N1CCN(c2cnccn2)CC1 | 11 | 1 | -2 | 0 | 91 | -2.8 | -3 | 11 | 0 | -5 |
| N#Cc1c(C(F)(F)F)cc(-c2ccccc2)nc1SCC(=O)Nc1sc2c(c1C#N)CCC2 | -1 | 0 | -2 | 3 | 112 | -1.6 | 9 | 3 | -4 | nt |
| COc1ccc(OCCSc2nnc(CCNC(=O)c3ccc(Cl)c(Cl)c3)n2C)cc1 | 2 | -2 | 9 | 2 | 108 | 1.9 | 23 | -1 | -4 | -8 |
| CN(C)C(=O)c1cc(Br)ccc1Cl | 0 | 7 | -9 | 1 | 101 | -2.0 | -3 | 2 | 2 | -5 |
| CCC(=O)c1cc2c(C)cc(=O)oc2c(C)c1OC(C)=O | 4 | -1 | -3 | 2 | 105 | -1.1 | 10 | 2 | -3 | -1 |
| Cc1ccc(S(=O)(=O)N2CCCCC2)cc1NC(=O)C1CC(=O)N(Cc2ccco2)C1 (stereo unspecified) | 11 | 1 | 0 | 1 | 96 | 3.0 | 20 | -11 | 11 | -4 |
| OC(CSc1nnnn1-c1ccccc1)Cn1c2ccccc2c2ccccc21 (stereo unspecified) | nt | -1 | -4 | nt | 94 | nt | nt | 1 | nt | -7 |
| COC(=O)c1c(NC(=O)COC(=O)Cn2cnc3ccccc32)sc(C)c1C | 0 | -3 | 1 | 5 | 92 | -0.9 | 10 | -3 | 9 | nt |
| CCN(CC)S(=O)(=O)c1cccc(NC(=O)COc2ccc(Cl)cc2Br)c1 | -10 | 7 | -3 | -2 | 99 | 0.9 | 11 | -3 | -1 | -5 |
| CCn1c(=O)cc(OCC(=O)NCCC(C)C)c2ccccc21 | 5 | 2 | -2 | 5 | 102 | -0.8 | 0 | 1 | nt | 1 |
| CCCC(=O)Nc1ccc(NC(=O)CCc2ccccc2)cn1 | 4 | -4 | 2 | -2 | 89 | -1.8 | 4 | 4 | 0 | -4 |
| COc1ccc(N(CC(=O)N2CCN(C)CC2)S(C)(=O)=O)cc1OC | 1 | 5 | -1 | 1 | 102 | -1.6 | 2 | 8 | -8 | -5 |
| COc1cc(C(C)=O)ccc1OCc1cc(C(=O)N2CCSCC2)no1 | 3 | 1 | -1 | 0 | 99 | -1.5 | 2 | 4 | 1 | -6 |
| O=C(N/N=C/c1cccc([N+](=O)[O-])c1)C1COc2ccccc2O1 (stereo unspecified) | -2 | -10 | 4 | -1 | 102 | 2.2 | 11 | -3 | 7 | -7 |
| CCOC(=O)c1c(C)[nH]c(C(=O)COC(=O)CNS(=O)(=O)c2ccc(C)cc2)c1C | -13 | -5 | 1 | 1 | 111 | 0.3 | 13 | -4 | -2 | -18 |
| Fc1nc(N2CCCC2)c(F)c(Oc2ccccc2Oc2c(F)c(F)nc(N3CCCC3)c2F)c1F | -4 | -5 | 5 | -2 | 96 | 0.1 | 0 | -2 | 5 | -4 |
| CCN(CC)c1ccc(CNc2nc3ccccc3n2CCN2CCOCC2)cc1 | -15 | 4 | 5 | -2 | 92 | -2.1 | 12 | -5 | 0 | -4 |
| CC#CCc1cc2ccccc2c(=O)o1 | 4 | 0 | 1 | 2 | 99 | -0.1 | 4 | 0 | nt | nt |

The results go on.
| SMILES | H9c2 protect | ABHD5-PLIN5 inh | Granule exo inh | N-glyco inh | ABCB6 inh 2 | MC4R barr agon | MC4R antag cAMP | HTR2A ag | PDI turbidity | CaV13 FRET inh |
| --- | --- | --- | --- | --- | --- | --- | --- | --- | --- | --- |
| Oc1ccccc1-c1cc(-c2ccccc2)n[nH]1 | -18 | -5 | -3 | -7 | 100 | 1.3 | 9 | 1 | -3 | -6 |
| CCCN(CC(=O)c1cc(C)n(C)c1C)S(=O)(=O)c1cccc(C(F)(F)F)c1 | -17 | 7 | -1 | -6 | 104 | 1.1 | 2 | 2 | -6 | 0 |
| O=C(Nc1nccs1)C1CC(=O)N(Cc2ccco2)C1 (stereo unspecified) | -1 | 4 | 3 | 1 | 98 | 0.4 | 10 | -3 | -2 | -5 |
| Cc1cccc(NCc2ccc([N+](=O)[O-])s2)c1 | -7 | -8 | 1 | -3 | 100 | -1.0 | -2 | -4 | 20 | -2 |
| CN1CCN(CCCn2cnc3c(=O)oc4ccccc4c32)CC1 | 4 | -1 | 1 | 2 | 99 | 0.7 | 13 | 0 | 0 | nt |
| COc1ccc([N+](=O)[O-])c(OC)c1C(=O)NC(=O)Nc1nc(C)cc(C)n1 | 6 | -4 | -22 | 3 | 98 | 0.2 | 4 | -5 | 9 | 3 |
| CNC(=O)C[C@H]1C(=O)N(c2ccccc2)C[C@@H]1Cc1ccccc1 | -10 | -2 | -4 | 2 | 105 | -0.5 | -1 | 4 | 0 | -5 |
| Cc1ccc2nc(SCC(=O)Nc3nonc3N)[nH]c2c1 | 5 | 5 | 0 | 1 | 99 | 0.5 | 7 | 1 | 21 | -4 |
